Source: PubChem BioAssay (Broad Institute)
ERAP1 inh: ERAP1 (human) enzyme inhibition; recombinant ERAP1, Leu-AMC fluorescence, 60 min; 0.15% of 340,000 active; inhibition, % at 10.7 µM; Q9NZ08;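 active = mean replicate inhibition of at least 30%, or all replicates individually reaching that 30% level; inactive = mean below 30% and not every replicate reaching it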;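 note: 0% = neutral control wells and 100% = L-leucinethiol positive control wells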
S100A4 inh HTS: blocks human S100A4 binding to myosin IIA peptide. P26447. S100A4/TAMRA-MyoIIA peptide fluorescence polarization. inhibition, % at 10.7 µM. 0.14% of 360,000 active;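 active = mean inhibition of at least 70% across replicates, with every replicate also reaching that level; inconclusive = mean inhibition reaches 70% but some replicates fall short; inactive = mean inhibition below 70%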
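Material: human S100A4 monomer with TAMRA-labelled myosin IIA peptide; buffer or medium: HEPES pH 7.2 with CaCl2, KCl, NaCl, DTT, Triton; compound dosing: one concentration per compound; schedule: 5 min incubation before reading; benchmarks: neutral control DMSO, positive control TFP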
RAD54 inh: inhibitors of human RAD54 branch migration. Q92698. RAD54 Holliday junction branch migration, FAM/BHQ fluorescence. inhibition, % at 10.4 µM. 0.14% of 360,000 active;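 active = mean normalized replicate activity at least 40 and at least half of replicates scoring 40 or more; inconclusive = only one of the two criteria met; inactive = mean below 40 and under half of replicates reaching 40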;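 note: 0% = median of neutral control wells and 100% = median of positive control wells; inhibitors cause a drop in the FAM fluorescence signal; in these data hits start at about 50%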
ERp5 inh: ERp5 (human) disulfide isomerase inhibition. Q15084. ERp5 insulin aggregation, absorbance 650 nm, 90 min. inhibition, % at 9.99 µM. 0.05% of 350,000 active;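 active = mean replicate inhibition above about 25%, with every replicate also reaching it, limit read from the data, passing the limit was not always enough; inconclusive = only one of those two criteria met; inactive = neither criterion met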
Target sequence (Q15084 whole entry, looked up): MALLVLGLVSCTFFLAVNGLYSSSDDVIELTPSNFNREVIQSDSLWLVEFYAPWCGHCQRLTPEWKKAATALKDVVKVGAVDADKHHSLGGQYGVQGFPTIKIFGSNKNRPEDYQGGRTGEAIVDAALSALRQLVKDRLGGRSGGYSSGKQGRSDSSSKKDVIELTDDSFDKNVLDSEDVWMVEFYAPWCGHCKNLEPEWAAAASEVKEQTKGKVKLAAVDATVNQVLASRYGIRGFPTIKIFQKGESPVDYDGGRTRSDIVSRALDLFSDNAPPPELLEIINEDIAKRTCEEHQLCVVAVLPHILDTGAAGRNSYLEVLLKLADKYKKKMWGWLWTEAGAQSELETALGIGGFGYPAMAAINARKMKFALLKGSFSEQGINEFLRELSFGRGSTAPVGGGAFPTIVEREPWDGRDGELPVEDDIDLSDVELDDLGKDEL
RAD52 anneal inh: inhibitors of human RAD52 DNA annealing | 0.46% of 360,000 active | inhibition, % at 18.7 µM | recombinant RAD52 DNA annealing, FRET fluorescence | P43351;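 active = every replicate showing at least 50% inhibition; inconclusive = mean inhibition at least 50% but not in every replicate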
esBAF inh: inhibitors of esBAF chromatin remodeling in mouse ES cells. Bmi1-luciferase knock-in reporter, 24 h; 100% = twice the neutral-well signal. reporter increase, % at 12.5 µM. 2% of 350,000 active. AID 602393; in the data active = activation above about 40%; inconclusive = no clear call, values can overlap the other calls;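 note: 0% = median of the plate's neutral control wells and 100% = double that signal; a rise in the Bmi1 reporter signal indicates esBAF inhibition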
E-sel inducer: induces E-selectin expression in human endothelial cells. activation, % at 7.58 µM. HUVEC E-selectin immunofluorescence imaging; normalized: neutral wells 0, TNF-alpha wells 100. 0.37% of 260,000 active;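 active = mean E-selectin-positive cell signal at least 10% of the positive control, reached in at least 60% of replicates, without over 20% cell loss; inconclusive = no rule given, readout overlaps actives, possibly toxicity-flagged; inactive = the rest, including those meeting only one limit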;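 note: in these data hits start at about 27%; measured in HUVEC primary endothelial cells; signal is the percent of cells scored E-selectin positive by PE staining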
Target sequence (P16581 whole entry, looked up): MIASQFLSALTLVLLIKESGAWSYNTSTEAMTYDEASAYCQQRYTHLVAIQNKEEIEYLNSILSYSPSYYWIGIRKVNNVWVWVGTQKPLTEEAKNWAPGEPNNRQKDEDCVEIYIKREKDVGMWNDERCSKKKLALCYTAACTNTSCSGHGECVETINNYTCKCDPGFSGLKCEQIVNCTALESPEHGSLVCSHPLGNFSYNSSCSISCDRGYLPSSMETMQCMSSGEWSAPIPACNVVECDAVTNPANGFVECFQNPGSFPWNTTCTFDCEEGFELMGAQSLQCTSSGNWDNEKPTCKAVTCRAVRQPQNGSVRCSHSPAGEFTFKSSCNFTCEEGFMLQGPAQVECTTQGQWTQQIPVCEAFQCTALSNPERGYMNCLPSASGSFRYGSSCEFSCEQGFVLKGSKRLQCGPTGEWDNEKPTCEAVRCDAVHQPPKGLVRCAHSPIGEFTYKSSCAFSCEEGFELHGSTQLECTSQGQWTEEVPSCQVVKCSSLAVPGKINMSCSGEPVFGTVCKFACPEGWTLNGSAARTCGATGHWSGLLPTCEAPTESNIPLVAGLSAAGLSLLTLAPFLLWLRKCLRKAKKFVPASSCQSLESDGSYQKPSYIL
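Assay system: HUVEC, human umbilical vein endothelial cells / Amount: 3,000 HUVEC/well / Controls: TNF-alpha positive control, DMSO neutral control / Compound dosing: single concentration / Medium: EGM-2 over gelatin coat / Evaluation: percent E-selectin-positive cells / Signal: immunofluorescence imaging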
XiGFP reactiv: X-chromosome reactivation activator; activation, % at 7.58 µM; 0.055% of 360,000 active; XiGFP mouse fibroblasts, % GFP-positive cells imaging, 3 d; cells co-treated with 5-aza-dC sensitizer; scaled so ellipticine positive control = 100%;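 active = mean normalized replicate activation at least 10% and every replicate at or above 10%; inconclusive = only one of the two criteria met; inactive = mean below 10% and not all replicates reach 10%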;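 note: 0% = median of on-plate neutral control wells and 100% = ellipticine 6 µM median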
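System: SV40-immortalized XiGFP fibroblast cells, line 68-5-11 / Incubation: 3-day compound exposure, then 15 min fixation at room temperature / Compound: single concentration per compound, delivered by pin transfer / Buffer or medium: DMEM plus 5-aza-dC sensitizer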
* = called active by the depositor; ? = inconclusive; / = not tested or not shown.

SMILES	ERAP1 inh	S100A4 inh HTS	RAD54 inh	ERp5 inh	RAD52 anneal inh	esBAF inh	E-sel inducer	XiGFP reactiv
CN1CCN([C@H]2CS(=O)(=O)N[C@@H]2COCc2ccccc2)CC1	/	-1	-1	2	-13	-1	/	0.0
Nc1nccc(-c2nn(-c3ccc(Cl)cc3)ccc2=O)n1	6	5	/	-2	0	-7	0.0	0.0
CO[C@H]1CN(C)C(=O)c2ccc(NC(=O)C3CC3)cc2OC[C@@H](C)N(CC2CCOCC2)C[C@H]1C	0	13	6	3	1	1	-0.2	-0.2
CS(=O)(=O)c1cccc(C(=O)OCC(=O)Nc2ccc3c(c2)OCO3)c1	2	-3	8	2	-21	-1	-0.2	0.0
CC(NC(=O)c1ccc(Cl)c(S(=O)(=O)NC2CC2)c1)c1ccco1 (configuration not stated)	-3	-6	-6	1	3	2	-0.1	-0.2
Fc1cccc(/C=N/Nc2ccc(Cl)nn2)c1	2	6	6	3	-7	34	3.3	0.1
Cc1ccc(CNC(=O)Nc2ccccc2)c(C)c1	-2	-8	3	3	-11	71*	/	0.3
O=C(NCc1cccc(F)c1)Nc1nnc([C@@H]2C[C@H](O)[C@@H](CO)O2)s1	-2	-2	0	-2	1	6	-0.3	-0.1
COc1ccc(C(=O)NCCc2nnc3ccc(SCC(=O)N4CCCCC4)nn23)cc1	1	0	-8	-4	-3	/	0.4	0.0
Cc1ccc(/C=N/NC(=O)c2cccc(NC(=O)c3ccccc3C)c2)o1	2	-1	-2	4	-14	-2	/	0.1
Cc1c(C(C)CCCO)oc(=O)c2c1Oc1c(C)c(C(C)C[C@@H](C)O)oc(=O)c1C2 (some centres not stated)	2	-6	5	3	-19	/	0.3	0.0
COc1ccc(NC(=O)N(C)C[C@H]2Oc3ccc(NC(=O)Nc4c(C)noc4C)cc3CC(=O)N([C@@H](C)CO)C[C@@H]2C)cc1	-5	-3	-4	-4	-6	-5	0.1	-1.1
O=C(Cn1nc(C(=O)O)c2ccccc2c1=O)Nc1cccc(S(=O)(=O)N2CCCCC2)c1	-4	5	3	4	-14	-2	0.1	0.2
C[C@@H]1CN([C@@H](C)CO)C(=O)c2cccc(N(C)C)c2O[C@H]1CN(C)Cc1ccc(C(F)(F)F)cc1	-1	33	1	2	4	-2	/	-1.1
COc1ccccc1N1CCN(C(=O)c2cccc(S(=O)(=O)N3CCCCCC3)c2)CC1	3	-18	6	-7	-6	1	0.0	0.1
Nc1c(C(=O)CSc2nnnn2-c2ccc(O)cc2)c(=O)[nH]c(=O)n1C1CC1	5	-1	7	0	-9	/	/	0.4
COc1ccc(OCC2CN(C3CCCC3)S(=O)(=O)CCO2)cc1 (configuration not stated)	3	10	/	-1	1	/	0.0	-0.1
Cc1ccc(C)c(NC(=S)NCCN(C2CCCCC2)C2CCCC2)c1	/	4	0	7	-3	/	1.2	/
O=C(NCCc1cnn(-c2ccccc2)c1)c1cc(COc2c(F)cccc2F)on1	3	2	/	-3	-6	/	-8.9	0.0
Cc1ccc(OCc2ccc(C(=O)O)o2)cc1C	0	-5	-1	4	-11	?	/	0.2
Cc1nnc(SCC(=O)N2CCN(c3cccc(Cl)c3)CC2)n1C1CC1	1	-1	1	1	-7	-7	-0.5	0.0
Cc1cc2nc(-c3cccc(Cl)c3)c(CC(C)(C)C)n2c(C)c1Br	0	0	17	0	-9	-7	0.1	0.1
CCN(C[C@H]1N[C@@](C)(C(=O)OC)[C@H]2C(=O)N(Cc3ccccc3)C(=O)[C@@H]12)C(=O)C1CCCCC1	1	-2	2	-2	-1	-7	-0.4	-0.1
CCCC(O)(c1ccc(Cl)cc1)C(CN1CCOCC1)c1ccccc1 (configuration not stated)	/	0	-11	-5	-11	-15	0.3	0.0
CC(=O)NNC(=O)c1cc2sccc2s1	-3	-5	/	-6	-10	/	/	0.1
SMILES	ERAP1 inh	S100A4 inh HTS	RAD54 inh	ERp5 inh	RAD52 anneal inh	esBAF inh	E-sel inducer	XiGFP reactiv
CCOC(=O)c1ccc(NC(=O)c2nc[nH]c2C(=O)NC2CCN(C(=O)OC(C)(C)C)CC2)cc1	0	4	6	-1	-30	4	0.0	0.0
CCOc1ccc(Br)cc1S(=O)(=O)N1CCSC1	-1	3	-14	2	-2	1	/	0.0
CC(=O)c1ccc(NC(=O)CSc2nc3nc(C)cc(C)n3n2)cc1	1	1	-2	3	-8	10	0.8	0.2
COCC(=O)N1[C@H](C#N)[C@H](c2ccccc2-c2cccc(OC)c2)[C@H]1CO	0	-25	/	17	-3	/	0.1	0.1
Cc1noc(C)c1S(=O)(=O)Nc1ccc2c(c1)C(=O)N([C@@H](C)CO)C[C@H](C)[C@@H](CN(C)C(=O)Nc1ccc(F)cc1)OCCCC[C@H](C)O2	7	1	6	-2	-12	4	0.0	0.2
O=C(CSc1ccc(F)cc1)Nc1ccc2c(c1)C(=O)NC2=O	-2	-3	0	-9	-5	-7	/	0.0
CNC(=S)N/N=C/c1c(C(=O)OC)cnn1-c1ccc(F)cc1F	/	-3	-1	-1	-1	/	/	0.1
O=C(NCCc1ccc(Cl)cc1)c1ccc2nc[nH]c2c1	6	2	/	3	-32	/	/	0.0
CN1CCN(C(=O)/C=C/c2ccc(C#N)cc2)CC1	0	-6	-6	5	-4	-5	/	0.2
CC(C)NC(=O)N[C@H]1CC[C@@H](CCNC(=O)C2CCOCC2)O[C@H]1CO	0	-9	7	1	-2	4	0.4	0.0
C/C(=N\Nc1c(Cl)c(Cl)nc(C(=O)O)c1Cl)c1ccc(O)cc1	-12	-1	-10	5	-13	1	/	0.4
CCOC(=O)C1=CN(Cc2ccc(Br)cc2)S(=O)(=O)N(C)C1C (configuration not stated)	0	-4	-9	3	0	-1	0.4	-0.1
C/C(=C/C#N)Nc1ccc(C)cc1	-4	1	/	3	-1	/	-0.3	0.0
Cc1ccc(C(=O)NCCc2n[nH]c(=S)n2C)cc1	-2	-6	/	-3	-10	/	/	0.0
O=C(N/N=C/c1c(F)c(F)c(F)c(F)c1F)c1ccc(Cn2cc(Br)cn2)o1	-1	11	-7	-6	0	-4	3.8	0.0
C[C@@H]1CN([C@H](C)CO)C(=O)Cc2cc(NC(=O)Nc3ccc(C(F)(F)F)cc3)ccc2O[C@H]1CN(C)Cc1ccc(-c2ccccc2)cc1	6	-6	-7	-5	6	0	0.8	-0.5
C(=C\c1ccccc1)/CN1CCN(C(c2nnnn2Cc2ccccc2)C2CC2)CC1 (configuration not stated)	1	-33	0	4	-3	-1	-0.8	0.3
CCn1c(/C=C/c2ccccc2[N+](=O)[O-])nc2ccccc2c1=O	3	-4	5	-12	-9	20	2.3	0.0
C[C@H]1CN([C@@H](C)CO)C(=O)c2cc(NC(=O)C3CCCCC3)ccc2O[C@@H]1CN(C)Cc1ccc2c(c1)OCO2	0	-11	3	0	5	-3	-0.1	0.3
COc1ccc(C#Cc2cnc3c(c2)C(=O)N([C@@H](C)CO)C[C@@H](C)[C@@H](CN(C)C(=O)CN(C)C)O3)cc1	/	-11	-5	-2	35	6	-0.1	-0.4
Cc1nn(C)cc1C(=O)Nc1cc(Oc2ccc(Cl)cc2)cc([N+](=O)[O-])c1	-1	-5	2	5	-21	2	/	/
O=C(COC(=O)c1ccco1)Nc1cc(S(=O)(=O)N2CCOCC2)ccc1Cl	3	-1	-5	-1	-5	-5	-0.1	6.1
COc1ccccc1N1CCN(C(c2cccs2)C(C)NC(=O)C(=O)N2CCOCC2)CC1 (configuration not stated)	-7	-3	-1	3	0	0	0.1	0.0
O=C(NC1CCCCC1)C(c1cc2ccccc2o1)n1c(=O)c(-c2ccco2)nc2ccccc21 (configuration not stated)	-6	-14	/	-1	-40	/	0.5	-0.1
O=C(COC(=O)c1cc(=O)[nH]c(=O)[nH]1)Nc1cccc(Cl)c1	1	-4	16	3	-9	-9	/	0.5
SMILES	ERAP1 inh	S100A4 inh HTS	RAD54 inh	ERp5 inh	RAD52 anneal inh	esBAF inh	E-sel inducer	XiGFP reactiv
CSc1cccc(NC(=S)N(CCC(C)C)C(C)c2ccncc2)c1 (configuration not stated)	-2	-4	4	3	-25	/	/	-0.2
O=C(CNS(=O)(=O)c1ccccc1)N/N=C/c1ccccc1[N+](=O)[O-]	-3	3	/	3	-1	/	-0.1	0.3
Cc1noc(C)c1S(=O)(=O)N(C)C[C@H]1Oc2ccc(NC(=O)NC3CCCCC3)cc2CC(=O)N([C@@H](C)CO)C[C@H]1C	-1	8	12	3	-4	7	0.3	-0.1
O=C(Nc1ccc(Cl)c(Cl)c1)N[C@H]1CC[C@@H](CCn2cc(C3CC3)nn2)O[C@H]1CO	-2	1	3	2	-5	-13	0.2	-0.3
CC(C)Cn1c(N)c(C(=O)COC(=O)c2cccnc2Cl)c(=O)n(C)c1=O	1	0	/	-1	9	/	/	0.1
Cc1c(C(=O)N2CCCCC2C)sc2ncnc(N3CCc4ccccc4C3)c12 (configuration not stated)	6	-2	/	-6	-13	/	/	0.1
O=C(O)c1ccc(N/N=C/c2ccc(-c3ccc(Br)cc3)o2)cc1	-2	-2	9	-5	6	29	/	0.1
C[C@@H]1CN([C@H](C)CO)C(=O)c2ccccc2-c2ccccc2CO[C@@H]1CN(C)C(=O)Nc1cccc(Cl)c1Cl	-4	3	/	-2	7	/	-0.2	0.3
O=C(CN1CCOCC1)NCC[C@@H]1CC[C@H](NC(=O)Nc2ccc(F)cc2)[C@H](CO)O1	0	13	7	2	-8	0	-1.7	-0.2
CCCNC(=O)N1CC2(CCN(Cc3cccc(F)c3)CC2)c2c([nH]c3cc(OC)ccc23)[C@H]1CO	-5	12	/	6	-4	/	-0.3	0.3
Cc1c2c(nc3ccccc13)CCC(C(C)(C)C)C2 (configuration not stated)	-1	-27	/	5	-4	/	/	0.0
Cn1nc(C(C)(C)C)cc1C(=O)NNC(=O)c1ccc(C(F)(F)F)cc1	-2	0	/	-1	-2	4	/	0.3
C[C@@H]1CN([C@H](C)CO)C(=O)c2cc(C3=CCCC3)cnc2O[C@@H]1CN(C)C(=O)CN(C)C	1	-1	1	7	2	3	0.5	-0.6
CCCCn1c(N)c(N(CCOC)C(=O)c2ccc(-c3ccc([N+](=O)[O-])cc3)o2)c(=O)[nH]c1=O	8	1	-8	-1	-18	14	/	0.1
COc1ccc(CNC(=O)Cn2ncn3cccc3c2=O)cc1	-2	-1	/	4	-18	/	/	0.1
O=C(C[C@H]1C=C[C@@H](NC(=O)C2CCOCC2)[C@H](CO)O1)Nc1ccccc1	1	-2	/	-3	-5	/	-0.4	-0.1
Cc1ccc(CC2(c3ccccc3)NC(=O)NC2=O)cc1 (configuration not stated)	-3	-3	4	-3	-4	-3	-0.1	0.0
CCOC(=O)NC(=O)/C(C#N)=C(/C)N(C)C	-5	-4	/	-2	-10	/	/	0.0
CCOC(=O)c1sc(NC(=O)C(CC)Sc2nnc3c4ccccc4n(CC)c3n2)nc1C (configuration not stated)	-4	-1	0	2	-8	-3	-1.1	0.1
